ZTA counter – blocks Epstein-Barr virus ZTA, an EBNA-1 counter-screen; ZTA-DNA binding, fluorescence polarization; inhibition, % at 11 µM; actives 0.15% (n = 320,000); in the data active means inhibition above about 33%
Target sequence (P03206 whole entry, looked up): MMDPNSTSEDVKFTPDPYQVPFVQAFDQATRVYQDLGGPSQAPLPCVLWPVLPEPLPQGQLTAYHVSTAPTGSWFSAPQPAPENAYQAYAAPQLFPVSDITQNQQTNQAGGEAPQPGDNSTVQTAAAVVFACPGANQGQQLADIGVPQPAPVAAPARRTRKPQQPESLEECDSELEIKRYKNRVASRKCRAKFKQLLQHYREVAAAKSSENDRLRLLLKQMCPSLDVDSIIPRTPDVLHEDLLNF
JMJD2C inh – blocks human GASC-1 demethylase activity; GST-JMJD2C(1-420) H3K9me3 demethylation, DELFIA europium; inhibition, % at 2.35 µM; actives 0.069% (n = 330,000); AID 2099;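 active means more than half of a compound's replicate wells show inhibition beyond 50%, single wells judged on their own value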;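 further: signal counts dimethyl H3K9 product captured on neutravidin plate; 0% = median of DMSO wells and 100% = 0.3 times that DMSO median; strong numbers were not always called active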
Target sequence (Q9H3R0 1-420 limits assumed): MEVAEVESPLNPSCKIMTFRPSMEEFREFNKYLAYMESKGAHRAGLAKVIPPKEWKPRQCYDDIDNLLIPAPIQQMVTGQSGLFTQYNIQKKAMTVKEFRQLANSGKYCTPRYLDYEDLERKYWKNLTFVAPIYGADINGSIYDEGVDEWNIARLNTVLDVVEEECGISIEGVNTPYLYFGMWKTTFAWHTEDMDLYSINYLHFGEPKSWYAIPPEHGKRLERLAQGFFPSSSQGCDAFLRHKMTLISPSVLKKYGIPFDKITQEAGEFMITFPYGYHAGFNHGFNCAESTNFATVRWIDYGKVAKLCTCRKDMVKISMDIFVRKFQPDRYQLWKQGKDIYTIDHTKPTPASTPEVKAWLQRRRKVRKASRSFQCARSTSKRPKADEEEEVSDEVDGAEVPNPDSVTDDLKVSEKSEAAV
Fh CTSL1 inh – counter-screen for PFM18AAP inhibitors: inhibitors of F. hepatica cathepsin L1 | recombinant F. hepatica cathepsin L1, Z-Leu-Arg-MCA fluorescence | inhibition, % at 5.96 µM | actives 0.49% (n = 300,000) | AID 1906;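 active means inhibition above the mean of all tested compounds plus 3 SD, set per screening campaign, cut at about 17% in these data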;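 further: 0% = plate median of test compound wells and 100% = 1 µM Z-Phe-Ala-diazomethylketone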
Yeast superoxide – caloric restriction mimetics inhibiting age-related superoxide in yeast; S. cerevisiae aged cells, superoxide DHE fluorescence; active compounds read low; superoxide response (% of plate mean), % at 10 µM; actives 0.18% (n = 330,000); AID 2690;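 active means superoxide response under a set limit, about three screen SD below normal, cut at about 65% in these data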;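 further: yeast aged for seven days with compound at 30 °C before DHE staining; 100% = average MFI of all compound-treated wells on the plate with controls excluded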
core dimer inh – HCV core protein dimerization inhibition; TR-FRET GST/Flag-core106 dimerization, 1536-well; inhibition, % at 5 µM; actives 0.33% (n = 300,000); AID 1899;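 active means inhibition above the mean of all tested compounds plus 3 SD, set per screening campaign, cut at about 45% in these data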
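Assay system: Tagged HCV core106 pair (GST and Flag) | Buffer or medium: KF-containing HEPES buffer, pH 7.45, DTT, CHAPS, BSA | Also added: Eu donor and XL665 acceptor anti-tag antibodies | Dosing: One concentration, 5 µM, in 0.5% DMSO | Timing: 4 h at 22.5 °C | Technique: TR-FRET 671 and 617 nm emission | Repeats: Singlicate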
EBNA-1 inh – blocks EBNA-1 binding to DNA. EBNA-1 DNA binding, fluorescence polarization. inhibition, % at 14.8 µM. actives 0.34% (n = 300,000). AID 1950; in the data active means inhibition above about 28%
PP5 primary – inhibitors of human protein phosphatase 5 (PP5); P53041; purified PP5c, OMFP substrate fluorescence; inhibition, % at 6.7 µM; actives 0.18% (n = 320,000); AID 1987;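 active means inhibition above the campaign's mean inhibition across all tested compounds plus 3 SD, cut at about 9.5% in these data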;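 further: 0% = DMSO only and 100% = 100 µM cantharidin control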
PP1 counter – blocks human PP1-alpha phosphatase, a PP5 counter-screen. purified PP1alpha, OMFP fluorescence. inhibition, % at 6.7 µM. actives 0.9% (n = 320,000). AID 2235;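 active means inhibition above the mean inhibition of all tested compounds plus 3 SD, computed separately for each screening campaign, cut at about 15% in these data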
Target sequence (P62136 whole entry, looked up): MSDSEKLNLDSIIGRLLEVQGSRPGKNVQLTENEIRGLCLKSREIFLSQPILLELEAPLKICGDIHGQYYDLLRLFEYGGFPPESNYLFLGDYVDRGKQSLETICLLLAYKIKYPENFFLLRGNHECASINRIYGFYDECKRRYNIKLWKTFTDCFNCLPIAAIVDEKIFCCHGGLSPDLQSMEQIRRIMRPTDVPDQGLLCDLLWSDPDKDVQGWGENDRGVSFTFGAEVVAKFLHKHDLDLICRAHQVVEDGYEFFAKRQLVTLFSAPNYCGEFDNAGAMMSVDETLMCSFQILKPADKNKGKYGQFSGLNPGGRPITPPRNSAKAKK
TPT1 inhibitor – inhibitors of Candida albicans tRNA 2'-phosphotransferase TPT1; recombinant caTPT1, FP RNA substrate dephosphorylation; inhibition, % at 5 µM; actives 0.81% (n = 300,000); AID 1962;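 active means inhibition above the mean of all tested compounds plus 3 SD, set per screening campaign, cut at about 24% in these data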;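 further: plate controls were DMSO alone for no effect and ferristatin control at 100 nM for full effect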
An asterisk follows results filed as active; · = no result given.

entry	SMILES	ZTA counter	JMJD2C inh	Fh CTSL1 inh	Yeast superoxide	core dimer inh
1	CCN1CCCC1CNC(=O)C1CCN(Cc2nc(-c3cccc(Br)c3)oc2C)CC1 (centres undefined)	-21	1	2	114	-5
2	CCC(NS(=O)(=O)c1ccc(C)cc1)C(=O)N1CCC2(O)CCCCC2C1 (centres undefined)	-16	3	-4	114	-4
3	O=C(CNC(=O)C1CCCC1)Nc1ccccc1Br	-5	0	·	93	·
4	CCc1nn(CC(=O)N2CCCCCC2)c(=O)c2cc3ccccc3n12	-22	14	0	91	-2
5	Cc1cc2c(cc1C)N(C(=O)CSC1=NCCS1)C(C)(C)c1ssc(=S)c1-2	-10	6	-1	106	7
6	COc1ccccc1C(=O)N1C(CC(=O)Nc2ccc(C)c(C)c2)C(=O)NC2CCCCC21 (centres undefined)	-6	0	0	100	2
7	CC1=C(C(=O)OCc2ccccc2)C(c2ccc(Cl)cc2)NC(=O)N1C (centres undefined)	11	-4	5	107	4
8	Cc1ccccc1-n1c(=O)n(Cc2ccccc2)c(=O)c2[nH]cnc21	-2	-5	0	101	-1

entry	EBNA-1 inh	PP5 primary	PP1 counter	TPT1 inhibitor
1	-9	-1.3	-1	2
2	6	-0.5	-2	-6
3	·	-2.7	-4	·
4	-23	0.7	-4	5
5	8	1.3	7	-1
6	-9	0.3	-5	-2
7	5	0.7	6	-1
8	-9	1.6	-3	-3

(further entries)
entry	SMILES	ZTA counter	JMJD2C inh	Fh CTSL1 inh	Yeast superoxide	core dimer inh
9	COc1cc(OC)cc(C(=O)OCC(=O)N(C)c2ccccc2)c1	8	23	3	100	6
10	CNC(=S)N/N=C/c1cn(CCOc2ccc(OC)cc2)c2ccccc12	5	-16	4	100	8
11	C=CCOc1ccc(C2C(C(=O)c3ccco3)=C(O)C(=O)N2Cc2cccnc2)cc1 (centres undefined)	8	-17	-1	94	3
12	CCOC(=O)C(Cc1ccccc1)c1ccnc2nc(N)nn12 (centres undefined)	11	-3	1	105	-5
13	CCOC(=O)CSc1nnc(CNC(=O)c2ccc(OC)c(OC)c2)n1C	2	-34	0	120	-2
14	CCCCNC(=S)NCCN1CCN(C(=S)NCCCC)CC1	11	5	6	91	-2
15	O=C(CSc1nnc(SCc2ccccc2)s1)N/N=C/C=C/c1ccco1	-19	-9	0	106	26
16	COC(=O)/C(C#N)=C/c1c(N2CCN(c3cccc(Cl)c3)CC2)nc2c(C)cccn2c1=O	-4	-2	7	113	19

entry	EBNA-1 inh	PP5 primary	PP1 counter	TPT1 inhibitor
9	10	1.9	-4	-6
10	-3	0.1	-3	1
11	-2	0.4	5	5
12	8	-1.6	-4	-4
13	6	1.7	-2	-2
14	-5	-1.7	-2	0
15	0	0.3	2	7
16	4	-1.1	13	0

Further records
entry	SMILES	ZTA counter	JMJD2C inh	Fh CTSL1 inh	Yeast superoxide	core dimer inh
17	Cc1cc(C)nc(Sc2nc(C)nc3c2oc2ccccc23)n1	-5	-3	1	105	-4
18	O=C1NC(c2ccc(-c3ccccc3[N+](=O)[O-])o2)C(C(=O)c2ccccc2)C(O)(C(F)(F)F)N1 (centres undefined)	7	3	-6	104	-3
19	Cc1ccc(S(=O)(=O)CCC(=O)Oc2ccc3c(C)cc(=O)oc3c2)cc1	-13	36	-25	106	-1
20	COC(=O)c1cccc(N/C=C(\[N+](=O)[O-])S(=O)(=O)c2ccccc2)c1	17	0	1	107	9
21	OCCC1CN(Cc2cc3ccccc3o2)CCN1Cc1ccc(F)cc1 (centres undefined)	0	14	4	97	12
22	O=C(NCc1ccncc1)c1cc2ccccc2nc1Cl	10	11	1	94	-1
23	CCOc1ccc(-c2nnc(SCC(=O)O)n2Cc2ccccc2)cc1	8	24	3	112	16
24	O=C1CC2(CCN(C(=O)COc3ccccc3)CC2)Oc2ccccc21	-1	22	-19	108	0

entry	EBNA-1 inh	PP5 primary	PP1 counter	TPT1 inhibitor
17	6	1.0	-3	3
18	1	7.1	4	0
19	1	-1.6	-7	0
20	3	0.1	-3	-1
21	-6	-0.5	-1	2
22	6	-1.2	-2	2
23	3	0.6	1	2
24	0	-1.3	4	-3

(continued)
entry	SMILES	ZTA counter	JMJD2C inh	Fh CTSL1 inh	Yeast superoxide	core dimer inh
25	c1ccc2oc(-c3[nH]ncc3CN3CCC(N4CCSCC4)CC3)cc2c1	-10	-2	-4	108	-8
26	CCc1cc2c(=O)c(Oc3ccccc3)c(C)oc2cc1O	5	-26	1	122	5
27	COc1ccc(C/C(N)=N/O)cc1	-4	-4	-1	103	5
28	O=C(CSc1ncn[nH]1)Nc1cc(S(=O)(=O)N2CCCC2)ccc1Cl	1	8	-5	97	3
29	COCCCNC(=O)/C(C#N)=C/c1ccc(OCC(=O)O)c(OC)c1	-3	-2	-1	96	5
30	C/C=C(/C)C(=O)Nc1cccc(C2=NOC3(C2)C[C@H](C(N)=O)N(C(=O)Cc2ccc([N+](=O)[O-])cc2)C3)c1 (some centres undefined)	16	-4	-1	91	7
31	CCOC(=O)c1ccc(NC(=O)c2ccc3c(c2)C(=O)N(CC2CCCO2)C3=O)cc1 (centres undefined)	0	-13	4	107	7
32	N#C/C(=C\c1cccs1)C(=O)NCc1ccccc1	8	-1	4	103	-2

entry	EBNA-1 inh	PP5 primary	PP1 counter	TPT1 inhibitor
25	1	3.0	-4	0
26	4	1.2	-5	-5
27	-6	0.2	-2	1
28	-1	1.6	7	-2
29	-6	-2.4	-1	3
30	9	1.4	1	-5
31	7	-0.6	-2	-1
32	7	-2.4	-1	-4

Additional results.
entry	SMILES	ZTA counter	JMJD2C inh	Fh CTSL1 inh	Yeast superoxide	core dimer inh
33	CCCCCN(C(=O)CCC(=O)OCC(=O)N1C(C)CCCC1C)c1c(N)n(CCCC)c(=O)[nH]c1=O (centres undefined)	-1	-3	-1	104	-1
34	CC(=O)N1c2ccc(S(=O)(=O)NCCC(=O)NCc3ccc(N(C)C)cc3)cc2CC1C (centres undefined)	-13	29	-3	106	-4
35	Cc1nc2c([nH]c3ccccc32)c(=O)n1N	-10	1	1	111	-4
36	CCN(CC)Cc1c(C(=O)OC)nnn1-c1nonc1N	9	1	-1	99	-3
37	Cn1c(SCC(N)=O)nnc1-c1ccc(S(=O)(=O)N2CCCC2)cc1	-3	4	0	89	-2
38	Cc1ccc(NCCC(=O)c2ccc(Cl)cc2)cc1C	-13	4	-5	103	-6
39	CC(C)COP(=O)(OCC(C)C)C(O)c1ccccc1F (centres undefined)	13	-3	1	98	-4
40	COC/C=C/C1=CC2=CC(=O)C(C)(OC(=O)c3cnc4ccccc4n3)C(=O)C2=CN1c1cccc(C#N)c1 (centres undefined)	-3	0	0	78	33

entry	EBNA-1 inh	PP5 primary	PP1 counter	TPT1 inhibitor
33	7	2.5	0	0
34	-21	0.9	-2	-4
35	-4	2.0	-2	-5
36	0	2.5	4	-2
37	4	1.5	1	-1
38	1	0.8	-1	-3
39	5	-1.2	-2	1
40	9	1.2	3	-2

Next entries
entry	SMILES	ZTA counter	JMJD2C inh	Fh CTSL1 inh	Yeast superoxide	core dimer inh
41	Cc1ccc(CNC(=O)C(Cc2ccccc2)NS(=O)(=O)c2cccs2)cc1 (centres undefined)	2	7	-1	92	0
42	CCCCN(C(=O)CCC(=O)Nc1cc(C)on1)C(C(=O)NC1CCCC1)c1ccc(F)cc1 (centres undefined)	0	10	-1	94	7
43	C=CCOc1ccc(/C(CC)=N/O)cc1OC	15	-3	-2	103	-3
44	C=CCN(c1ccccc1)S(=O)(=O)c1cccc(C(=O)N(CC)CC(=O)Nc2c(F)cccc2F)c1	12	3	-5	102	3
45	COc1ccc(/C=C2\SC(=S)N(C(C(=O)O)c3ccccc3)C2=O)c(OC)c1 (centres undefined)	23	1	4	107	8
46	C/C(=N/NC(=O)C1CC1(c1ccccc1)c1ccccc1)c1ccco1 (centres undefined)	6	-2	-1	90	7
47	CC(C)CNC(=O)C(=O)NCC1OCCCN1S(=O)(=O)c1cccs1 (centres undefined)	-8	7	-1	92	6
48	COc1ccc(OC)c(CNn2c(-c3cccc(C)c3)nc3ccccc3c2=O)c1	-5	-9	0	97	0

entry	EBNA-1 inh	PP5 primary	PP1 counter	TPT1 inhibitor
41	-1	3.1	3	7
42	-5	2.5	1	5
43	4	0.7	-3	1
44	-10	4.7	-5	1
45	11	0.3	9	27*
46	5	2.6	0	-2
47	7	-1.4	-1	-3
48	-1	2.4	1	1

Next part.
entry	SMILES	ZTA counter	JMJD2C inh	Fh CTSL1 inh	Yeast superoxide	core dimer inh
49	Nc1ccc2nc(SCC(=O)c3ccccc3)sc2c1	0	-8	-1	99	14
50	C/C(N)=C(/C#N)C(=O)COC(=O)c1ccc(OCC2CCCO2)cc1 (centres undefined)	3	9	7	99	-5
51	CCc1cc2c(=O)c(-c3nc4ccccc4[nH]3)coc2cc1OC(=O)N1CCOCC1	-4	3	-2	106	12
52	O=C(NCc1ccncc1)c1ccc(NS(=O)(=O)c2ccccc2)cc1	-8	2	1	92	0
53	CCN(CC)CCCN=C(C)C1=C(O)c2ccccc2C1=O	23	27	1	104	-1
54	Clc1ccc(C2=CSC3=NCCN23)c(Cl)c1	3	9	1	110	-4
55	CCOC(=O)c1cnc2c(C#N)cnn2c1N	-1	-2	0	97	1
56	CCc1ccc2nc(N3C(=O)C(O)=C(C(=O)c4ccco4)C3c3cccs3)sc2c1 (centres undefined)	6	-2	0	98	20
57	COc1ccccc1-n1ccnc1SCC(=O)NCC1CCCO1 (centres undefined)	2	4	-2	115	-2
58	O=[N+]([O-])c1ccc(N2CCN(c3ccccn3)CC2)c(Cl)c1	14	10	-1	110	13

entry	EBNA-1 inh	PP5 primary	PP1 counter	TPT1 inhibitor
49	3	0.3	1	1
50	-5	1.8	-2	-1
51	16	0.2	-5	-4
52	7	3.4	-9	-6
53	6	0.7	-5	-3
54	0	1.1	-2	2
55	-6	-0.1	0	1
56	5	4.2	29*	-3
57	-5	0.7	-3	-1
58	-5	-1.0	-1	-2

Profiles, quoted from the list:
CCc1cc2c(=O)c(-c3nc4ccccc4[nH]3)coc2cc1OC(=O)N1CCOCC1 across the screens: ZTA counter: -4; JMJD2C inh: 3; Fh CTSL1 inh: -2; Yeast superoxide: 106; core dimer inh: 12; EBNA-1 inh: 16; PP5 primary: 0.2; PP1 counter: -5; TPT1 inhibitor: -4
COc1ccccc1-n1ccnc1SCC(=O)NCC1CCCO1 (centres undefined) across the screens: ZTA counter: 2; JMJD2C inh: 4; Fh CTSL1 inh: -2; Yeast superoxide: 115; core dimer inh: -2; EBNA-1 inh: -5; PP5 primary: 0.7; PP1 counter: -3; TPT1 inhibitor: -1
CCN(CC)CCCN=C(C)C1=C(O)c2ccccc2C1=O across the screens: ZTA counter: 23; JMJD2C inh: 27; Fh CTSL1 inh: 1; Yeast superoxide: 104; core dimer inh: -1; EBNA-1 inh: 6; PP5 primary: 0.7; PP1 counter: -5; TPT1 inhibitor: -3

Screening data as filed in PubChem.
